Assay outcomes as filed in PubChem BioAssay.
LAP4 TOR yeast: modulators of LAP4-GFP expression in yeast, primary screen, S. cerevisiae, multiplex flow cytometry, MLPCN library; 3 h; median GFP as percent of DMSO wells; GFP response vs DMSO, % at 10 µM; actives 0.34% (n = 320,000);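 active = GFP response vs DMSO above a set limit, about the screen mean plus 3 SD, cut at about 150% in these data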
Yeast superoxide: reduction of superoxide in aged yeast, primary screen, HTS; AID 2690, 2010; S. cerevisiae aged cells, superoxide DHE fluorescence; stronger effect = lower value; actives 0.18% (n = 330,000); superoxide response (% of plate mean), % at 10 µM;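 active = superoxide response under a set limit, about three screen SD below normal, cut at about 65% in these data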;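 note: yeast aged for seven days with compound at 30 °C before DHE staining; 100% = average MFI of all compound-treated wells on the plate with controls excluded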
AHR activator: AHR activators, primary screen, cell-based, luminescence, luciferase reporter, human. AID 2796, 2010. activation, % at 5 µM. Aryl hydrocarbon receptor (Homo sapiens), P35869. actives 2.5% (n = 320,000). AHR-responsive luciferase reporter cells; in the data active = activation above about 47%;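 note: 0% = vehicle wells and 100% = reference agonist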
MEP2 TOR yeast: modulators of MEP2-GFP levels in yeast, primary screen, S. cerevisiae, multiplex flow cytometry, MLPCN library. GFP response vs DMSO, % at 10 µM. AID 2016, 2009. actives 0.51% (n = 330,000). S. cerevisiae MEP2-GFP strain, 3 h; 100% = DMSO control level;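 active = GFP response versus DMSO above a set limit, roughly screen mean plus 3 SD, cut at about 180% in these data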;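 note: median GFP fluorescence of the barcode-gated MEP2-GFP cells per well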
JMJD2C inh: inhibitors of GASC-1 histone demethylase, primary screen, biochemical, fluorescence, DELFIA europium; actives 0.069% (n = 330,000); Lysine-specific demethylase 4C (Homo sapiens), Q9H3R0; GST-JMJD2C(1-420) H3K9me3 demethylation; inhibition, % at 2.35 µM;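 active = more than half of a compound's replicate wells show inhibition beyond 50%, single wells judged on their own value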;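 note: signal counts dimethyl H3K9 product captured on neutravidin plate; 0% = median of DMSO wells and 100% = 0.3 times that DMSO median; strong numbers were not always called active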
Target sequence (Q9H3R0 1-420 limits assumed): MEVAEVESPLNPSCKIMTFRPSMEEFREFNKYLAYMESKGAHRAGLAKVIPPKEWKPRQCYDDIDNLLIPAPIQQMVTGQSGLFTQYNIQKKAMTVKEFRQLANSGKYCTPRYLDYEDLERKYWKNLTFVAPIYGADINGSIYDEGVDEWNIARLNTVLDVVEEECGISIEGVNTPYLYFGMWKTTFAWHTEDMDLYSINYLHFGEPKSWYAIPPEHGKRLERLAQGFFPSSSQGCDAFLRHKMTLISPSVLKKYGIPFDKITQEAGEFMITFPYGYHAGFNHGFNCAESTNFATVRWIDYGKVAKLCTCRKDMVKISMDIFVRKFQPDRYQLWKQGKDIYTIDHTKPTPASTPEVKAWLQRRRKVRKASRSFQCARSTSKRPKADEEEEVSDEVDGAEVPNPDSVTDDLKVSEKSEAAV
procasp7 counter: procaspase-7 activators, primary screen, counter-screen for procaspase-3 activator project, biochemical, absorbance, HTS, human; actives 0.093% (n = 330,000); Caspase-7 (Homo sapiens), P55210; activation, % at 8.5 µM; recombinant procaspase-7, Ac-DEVD-pNA absorbance 405 nm; D23A/D198A/D206A triple mutant, cannot self-cleave; scale: DMSO 0, 5 µM enzyme 100;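 active = percent activation above the screen-wide mean plus 3 SD, cut at about 25% in these data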
Target sequence (P55210 whole entry D23A/D198A/D206A): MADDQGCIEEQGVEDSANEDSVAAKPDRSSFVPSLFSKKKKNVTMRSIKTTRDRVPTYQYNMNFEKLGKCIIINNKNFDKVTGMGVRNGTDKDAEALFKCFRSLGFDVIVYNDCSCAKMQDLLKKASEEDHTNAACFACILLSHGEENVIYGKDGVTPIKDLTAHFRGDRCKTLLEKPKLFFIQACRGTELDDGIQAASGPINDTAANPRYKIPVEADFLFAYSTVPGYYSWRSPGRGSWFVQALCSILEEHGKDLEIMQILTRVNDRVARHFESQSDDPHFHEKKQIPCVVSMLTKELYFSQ
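Assay system: Uncleavable procaspase-7 mutant enzyme / Input: 2 µM procaspase-7 mutant as dispensed / Dosing: single nominal 8.5 µM compound dose, 0.8% DMSO final / Timing: 1 h enzyme–compound preincubation and 2 h substrate reaction, both 25 °C / Detection: p-Nitroaniline absorbance at 405 nm, read at 0 and 120 min / Replication: singlicate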
procasp3 activ: activators of human procaspase-3 D3A mutant, primary screen, biochemical, absorbance, PC-3 D3A mutant, single concentration. Caspase-3 (Homo sapiens), P42574. recombinant procaspase-3 D3A, Ac-DEVD-pNA absorbance 405 nm. activation, % at 8.5 µM. actives 0.11% (n = 330,000);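 active = activation above the mean of all tested compounds plus 3 SD, cut at about 21% in these data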;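 note: 0% = DMSO alone and 100% = DMSO wells spiked with extra 5 µM PC-3 D3A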
Target sequence (P42574 whole entry D9A/D28A/D175A): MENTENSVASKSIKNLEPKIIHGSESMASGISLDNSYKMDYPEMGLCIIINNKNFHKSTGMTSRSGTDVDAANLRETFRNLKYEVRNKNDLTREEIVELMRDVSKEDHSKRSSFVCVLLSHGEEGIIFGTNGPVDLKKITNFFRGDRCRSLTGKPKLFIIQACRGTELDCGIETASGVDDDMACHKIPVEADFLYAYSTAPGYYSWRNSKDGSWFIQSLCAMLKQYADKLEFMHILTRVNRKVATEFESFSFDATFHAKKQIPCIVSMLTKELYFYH
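Compound: 8.5 µM single point, 0.8% DMSO / Material: Autoprocessing-dead procaspase-3 D3A mutant enzyme / Timing: 1 h preincubation plus 2 h reaction at 25 °C / Medium: Zinc-free HEPES/NaCl buffer with 0.01% Triton X-100 at pH 7.4 / Technique: 405 nm absorbance of p-nitroaniline, reads at 0 and 120 min / Repeats: one well per compound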
RPL19A TOR yeast: RPL19A-GFP expression modulators in yeast, primary screen, cell-based, S. cerevisiae, multiplex flow cytometry, MLPCN; S. cerevisiae RPL19A-GFP strain, 3 h; stronger effect = lower value; percent response vs DMSO, % at 10 µM; actives 0.3% (n = 330,000); AID 2025, 2009;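 active = percent response vs DMSO below 50%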;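 note: median channel GFP fluorescence of the barcoded RPL19A-GFP strain; ratio of sample median GFP to plate DMSO average so 100% = DMSO; lower means less RPL19A-GFP as with rapamycin TOR inhibition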
* hit, by the source's call. Not a hit list. About 3.8% of those tested had a hit in this group.

`COc1cccc(Oc2nc(N)ncc2[N+](=O)[O-])c1` gave LAP4 TOR yeast 95, Yeast superoxide 107, AHR activator 0, MEP2 TOR yeast 106, JMJD2C inh 1, procasp7 counter -6, procasp3 activ 1 and RPL19A TOR yeast 103.
Screening COc1ccc(C(=O)NCC(c2ccco2)N2CCc3ccccc32)cc1 (stereo not drawn) returned LAP4 TOR yeast 108, Yeast superoxide 97, AHR activator 5, MEP2 TOR yeast 101, JMJD2C inh 4, procasp7 counter 0, procasp3 activ -5 and RPL19A TOR yeast 102.
`CC(C)c1nc2sc3c(c2c(=O)o1)CCCC3` gave LAP4 TOR yeast 111, Yeast superoxide 102, AHR activator 4, MEP2 TOR yeast 112, JMJD2C inh 1, procasp7 counter 11, procasp3 activ 2 and RPL19A TOR yeast 107.
For CC(C)N(C(=O)COC(=O)c1cccc(C(=O)OCC(=O)N(C(C)C)C(C)C)n1)C(C)C the results were LAP4 TOR yeast 105, Yeast superoxide 101, AHR activator 5, MEP2 TOR yeast 109, JMJD2C inh 25, procasp7 counter 4, procasp3 activ 3 and RPL19A TOR yeast 101.
`O=C1CC(=O)N(Cc2ccco2)C(=O)N1` gave LAP4 TOR yeast 103, Yeast superoxide 100, AHR activator 2, MEP2 TOR yeast 115, JMJD2C inh 52*, procasp7 counter -13, procasp3 activ 9 and RPL19A TOR yeast 104.
CC(Oc1ccccc1)C(=O)NNC(=O)c1cccs1 (stereo not drawn) was read as LAP4 TOR yeast 105, Yeast superoxide 93, AHR activator -1, MEP2 TOR yeast 97, JMJD2C inh 3, procasp7 counter 7, procasp3 activ -2 and RPL19A TOR yeast 98.
Screening Cc1cc(OCCCCCNCCO)cc(C)c1Cl returned LAP4 TOR yeast 94, Yeast superoxide 105, AHR activator -2, MEP2 TOR yeast 89, JMJD2C inh 2, procasp7 counter 5, procasp3 activ 5 and RPL19A TOR yeast 99.
Screening CCOC(=O)c1c(NC(=O)CSc2nc3ccccc3c(=O)n2-c2ccccc2)sc(C(C)=O)c1C returned LAP4 TOR yeast 98, Yeast superoxide 98, AHR activator 2, MEP2 TOR yeast 106, JMJD2C inh -5, procasp7 counter 2, procasp3 activ -2 and RPL19A TOR yeast 103.
COc1cccc(C2CCCN2Cc2nc(-c3sccc3C)oc2C)c1 (stereo not drawn) was read as LAP4 TOR yeast 93, Yeast superoxide 101, AHR activator 2, MEP2 TOR yeast 89, JMJD2C inh -1, procasp7 counter -3, procasp3 activ 5 and RPL19A TOR yeast 95.
`COc1cc(OC)c(-c2nc3ccccc3s2)cc1OC` gave LAP4 TOR yeast 92, Yeast superoxide 90, AHR activator 22, MEP2 TOR yeast 91, JMJD2C inh 2, procasp7 counter 3, procasp3 activ 3 and RPL19A TOR yeast 94.
For Cc1cc(C)n(S(=O)(=O)c2ccccc2)n1 the results were LAP4 TOR yeast 98, Yeast superoxide 96, AHR activator 0, MEP2 TOR yeast 94, JMJD2C inh 2, procasp7 counter 6, procasp3 activ 4 and RPL19A TOR yeast 91.
Screening O=C(CN1C(=O)C(=O)N(Cc2ccco2)C1=O)NC1CCCCC1 returned LAP4 TOR yeast 113, Yeast superoxide 92, AHR activator -1, MEP2 TOR yeast 98, JMJD2C inh 19, procasp7 counter -1, procasp3 activ -2 and RPL19A TOR yeast 99.
For CCN(C#N)c1nc(N(C)C)nc(N(C)C)n1 the results were LAP4 TOR yeast 101, Yeast superoxide 105, AHR activator -5, MEP2 TOR yeast 93, JMJD2C inh -7, procasp7 counter 8, procasp3 activ -2 and RPL19A TOR yeast 95.
Screening O=C(NC1CCCCC1)c1cc(-c2ccccn2)nc2ccccc12 returned LAP4 TOR yeast 104, Yeast superoxide 103, AHR activator 14, MEP2 TOR yeast 100, JMJD2C inh -4, procasp7 counter 11, procasp3 activ 3 and RPL19A TOR yeast 92.
Cc1cccc(-n2nnnc2SCC(=O)Nc2ccc(N3CCN(C)CC3)cc2)c1 was read as LAP4 TOR yeast 94, Yeast superoxide 97, AHR activator 8, MEP2 TOR yeast 105, JMJD2C inh 0, procasp7 counter 3, procasp3 activ 11 and RPL19A TOR yeast 102.
COc1ccc(OCC(=O)OCC(=O)NCc2ccco2)cc1 was read as LAP4 TOR yeast 95, Yeast superoxide 99, AHR activator 1, MEP2 TOR yeast 93, JMJD2C inh 14, procasp7 counter 8, procasp3 activ 0 and RPL19A TOR yeast 93.
Screening O=C(NN1C(=O)C2C(C1=O)C1C=CC2C12CC2)c1cccnc1 (stereo not drawn) returned LAP4 TOR yeast 91, Yeast superoxide 73, AHR activator 1, MEP2 TOR yeast 98, JMJD2C inh -1, procasp7 counter 5, procasp3 activ -2 and RPL19A TOR yeast 101.
COc1ccccc1CNC(=O)COC(=O)c1ccccn1 was read as LAP4 TOR yeast 107, Yeast superoxide 110, AHR activator 0, MEP2 TOR yeast 95, JMJD2C inh -4, procasp7 counter 2, procasp3 activ 6 and RPL19A TOR yeast 102.
For O=C(NCc1cccs1)C1CCN(S(=O)(=O)c2ccccc2F)CC1 the results were LAP4 TOR yeast 107, Yeast superoxide 90, AHR activator 1, MEP2 TOR yeast 99, JMJD2C inh 0, procasp7 counter 0, procasp3 activ 9 and RPL19A TOR yeast 98.
CC1(C)CC(=O)CC(C)(C)N1OC(=O)c1ccncc1 was read as LAP4 TOR yeast 103, Yeast superoxide 83, AHR activator 1, MEP2 TOR yeast 100, JMJD2C inh 5, procasp7 counter 2, procasp3 activ 9 and RPL19A TOR yeast 101.
`COC(=O)c1cc(OC)c(OC)cc1NC(=O)Cc1cccs1` gave LAP4 TOR yeast 112, Yeast superoxide 98, AHR activator 11, MEP2 TOR yeast 118, JMJD2C inh 4, procasp7 counter 0, procasp3 activ 1 and RPL19A TOR yeast 97.
CCN(CC)c1ccc(C(=S)NCc2ccccc2)cc1 was read as LAP4 TOR yeast 115, Yeast superoxide 94, AHR activator 8, MEP2 TOR yeast 105, JMJD2C inh -8, procasp7 counter -9, procasp3 activ -6 and RPL19A TOR yeast 102.
C#Cc1ccc([C@@H]2C=C(C(=O)NC3CC3)O[C@H](OCc3ccc(CO)cc3)C2)cc1 was read as LAP4 TOR yeast 111, Yeast superoxide 105, AHR activator 43, MEP2 TOR yeast 99, JMJD2C inh -4, procasp7 counter 7, procasp3 activ 8 and RPL19A TOR yeast 101.
Screening CCOC(=O)N1CCN(C(=O)COC(=O)CSc2ccc([N+](=O)[O-])cc2)CC1 returned LAP4 TOR yeast 100, Yeast superoxide 100, AHR activator 0, MEP2 TOR yeast 102, JMJD2C inh 5, procasp7 counter 4, procasp3 activ 4 and RPL19A TOR yeast 95.
For O=C(O)c1cc(-c2ccccc2)n(-c2ccc(Cl)cc2)n1 the results were LAP4 TOR yeast 107, Yeast superoxide 104, AHR activator 0, MEP2 TOR yeast 98, JMJD2C inh 47, procasp7 counter -1, procasp3 activ -8 and RPL19A TOR yeast 98.
`CCCOc1ccc2nc(C)c(CCC)c(SC(=N)N)c2c1` gave LAP4 TOR yeast 101, Yeast superoxide 86, AHR activator 6, MEP2 TOR yeast 96, JMJD2C inh 20, procasp7 counter -2, procasp3 activ 6 and RPL19A TOR yeast 97.
O=C(/C=C/c1cccc(C(F)(F)F)c1)Nc1cccc(C(F)(F)F)c1 was read as LAP4 TOR yeast 105, Yeast superoxide 106, AHR activator -5, MEP2 TOR yeast 106, JMJD2C inh 13, procasp7 counter -9, procasp3 activ 0 and RPL19A TOR yeast 101.
For C=C(C)CNC(=S)NNC(=O)c1ccc(Br)cc1 the results were LAP4 TOR yeast 96, Yeast superoxide 108, AHR activator -2, MEP2 TOR yeast 105, JMJD2C inh 12, procasp7 counter -1, procasp3 activ -9 and RPL19A TOR yeast 100.
For c1ccc(-c2nnnn2CCOCCn2nnnc2-c2ccccc2)cc1 the results were LAP4 TOR yeast 109, Yeast superoxide 114, AHR activator 1, MEP2 TOR yeast 107, JMJD2C inh 4, procasp7 counter 8, procasp3 activ 1 and RPL19A TOR yeast 97.
COc1ccc(NC(=S)NCCc2ccccc2)c(OC)c1 was read as LAP4 TOR yeast 96, Yeast superoxide 75, AHR activator 6, MEP2 TOR yeast 90, JMJD2C inh -4, procasp7 counter -8, procasp3 activ 0 and RPL19A TOR yeast 93.

2 entries drawn at random from the list so far:
Screening CCOC(=O)N1CCN(C(=O)COC(=O)CSc2ccc([N+](=O)[O-])cc2)CC1 returned LAP4 TOR yeast 100, Yeast superoxide 100, AHR activator 0, MEP2 TOR yeast 102, JMJD2C inh 5, procasp7 counter 4, procasp3 activ 4 and RPL19A TOR yeast 95.
COc1ccc(NC(=S)NCCc2ccccc2)c(OC)c1 was read as LAP4 TOR yeast 96, Yeast superoxide 75, AHR activator 6, MEP2 TOR yeast 90, JMJD2C inh -4, procasp7 counter -8, procasp3 activ 0 and RPL19A TOR yeast 93.

Other results
`Cc1ccc(C(=O)N/N=C\c2ccncc2)s1` gave LAP4 TOR yeast 96, Yeast superoxide 86, AHR activator 55*, MEP2 TOR yeast 105, JMJD2C inh 3, procasp7 counter 1, procasp3 activ 4 and RPL19A TOR yeast 103.
For CCc1ccc(Nc2ccc(C(=O)O)cc2[N+](=O)[O-])cc1 the results were LAP4 TOR yeast 101, Yeast superoxide 113, AHR activator 3, MEP2 TOR yeast 101, JMJD2C inh -4, procasp7 counter -2, procasp3 activ 4 and RPL19A TOR yeast 101.
O=C(O)CCC(NS(=O)(=O)c1ccc(-c2ccccc2)cc1)C(=O)O (stereo not drawn) was read as LAP4 TOR yeast 98, Yeast superoxide 91, AHR activator 1, MEP2 TOR yeast 102, JMJD2C inh -4, procasp7 counter -4, procasp3 activ 13 and RPL19A TOR yeast 107.
Screening Cc1cc(C)cc(NC(=O)c2ccc(N3C(=O)C4CCCCC4C3=O)cc2)c1 (stereo not drawn) returned LAP4 TOR yeast 111, Yeast superoxide 109, AHR activator 6, MEP2 TOR yeast 102, JMJD2C inh -5, procasp7 counter 3, procasp3 activ 6 and RPL19A TOR yeast 97.
Screening CCc1nnc(NC(=O)c2ccc3nc(CC)c(CC)nc3c2)s1 returned LAP4 TOR yeast 96, Yeast superoxide 97, AHR activator 9, MEP2 TOR yeast 94, JMJD2C inh -3, procasp7 counter -6, procasp3 activ 9 and RPL19A TOR yeast 93.
Screening COc1ccc2oc(C(=O)NCCC(C)C)c(C)c2c1 returned LAP4 TOR yeast 94, Yeast superoxide 91, AHR activator 13, MEP2 TOR yeast 94, JMJD2C inh -26, procasp7 counter 0, procasp3 activ 2 and RPL19A TOR yeast 99.
`CC(C)C(Nc1ccc(C(F)(F)F)cc1[N+](=O)[O-])C(=O)O` (stereo not drawn) gave LAP4 TOR yeast 94, Yeast superoxide 125, AHR activator 11, MEP2 TOR yeast 92, JMJD2C inh 10, procasp7 counter -1, procasp3 activ 1 and RPL19A TOR yeast 91.
